# ELG1 repair inh – inhibitors of ELG1-dependent DNA repair in HEK293T cells; HEK293T ELG1-luciferase reporter, luminescence, 16 h; DNA damage induced by 5-fluorouridine; Potency, µM (titrated, usually from 46.1 µM), inactives show at the top dose activity change, negative = inhibition, actives largely listed as inhibitors; 330,000 compounds, 2.3% hits; AID 504467; further: potency means the concentration at half of the fitted maximal effect; on the % scale 0 is the no-effect control and ±100 the full control effect; nearly all actives have a fitted effect of over 55% in size
#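 Overnight (16 hr) co-exposure of 2,000 cells/well to 5-fluorouridine and compound at 37 °C preceded detection. Luciferase was quantified via ONE-Glo luminescence; loss of signal denotes inhibition.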
# PKM2 act – increases activity of human pyruvate kinase M2. P14618. purified PKM2, Kinase-Glo ATP luminescence, activation; response scale: 0% is enzyme alone, no compound. Potency, µM (doses to about 57.5 µM), without a hit: top-dose activation, usual class: activators. 260,000 compounds, 0.34% hits. AID 1631; further: potency means the concentration at half of the fitted maximal effect; on the % scale 0 is the no-effect control and ±100 the full control effect; nearly all actives have a fitted effect of over 55% in size
#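 ATP formation by purified human PK-M2, quantified via coupled luciferase luminescence after 1 h at room temperature with 0.1 mM ADP and 0.5 mM PEP final.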
# KCNH2 3.1 inh – KCNH2 3.1 (human) potassium channel inhibition; U2OS KCNH2 3.1, thallium flux FluxOr; hits give low values; AID 720553; 340,000 compounds, 0.95% hits; activity change, % (tested at about 1.8 µM);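 active means maximum activity change below -70%; inconclusive means maximum activity change from -70% to -50%; inactive means maximum activity change above -50%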;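 further: thallium influx rate constant from kinetic fluorescence after stimulation buffer; on the % scale 0 is the no-effect control and ±100 the full control effect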
#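 U2OS cells transduced with KCNH2 3.1 mutant virus (1.77 x 10^8 /mL, 4 h), plated overnight at 37 C, loaded 45 min with FluxOr dye plus Red40 quencher. Thallium flux rate constant from kinetic reads after stimulation buffer, normalised to controls.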
# Menin MLL FP TR – menin-MLL binding inhibition, Texas Red mutant peptide; Potency, µM (highest dose often 61.6 µM), without a hit: top-dose FP activity change, negative = inhibition, most hits filed as inhibitors; 270,000 compounds, 0.23% hits; O00255; Menin + Texas Red MLL mutant peptide, fluorescence polarization; AID 1768; active means well fitted inhibition curve with a large enough effect in the polarisation, with a control signal flat, not every such curve was filed as active; inconclusive means small, poorly fitted or top-dose-only effect, or effect the other way, or a change in a side signal; inactive means no such curve, though single readings can be large or run the other way; the % refers to the polarisation; further: potency means the concentration at half of the fitted maximal effect; % of control where 0% means no effect; many of its hits are not listed in these tables
# NPC1 promoter act – activators of NPC1 promoter. Huh7 NPC1 promoter luciferase reporter, 24 h. Potency, µM (doses to about 9.22 µM), for inactives: at the top dose activation, hits mostly activators. 320,000 compounds, 2.4% hits;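 further: potency means the concentration at half of the fitted maximal effect; % of control where 0% means no effect; nearly all actives have a fitted effect of over 60% in size; reporter is driven by a mutant NPC1 promoter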
#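 Stable NPC1-promoter luciferase Huh7 line; cpd (DMSO) 24 h, 37 °C, 5% CO2; Amplite luciferase reagent 10 min RT; luminescence readout. qHTS format.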
# MBNL1 CUG block – inhibitors of human MBNL1 binding to CUG repeat RNA. Q9NR56. TR-FRET MBNL1-His/biotin-(CUG)12 binding, 665/545 ratio. Potency, µM (doses to about 57.5 µM), inactives show at the highest dose activity change, negative = inhibition, actives largely listed as inhibitors. 280,000 compounds, 0.036% hits. AID 2675; active means well fitted inhibition curve with a large enough effect in the signal ratio, with a control signal flat, not every such curve was filed as active; inconclusive means small, poorly fitted or top-dose-only effect, or effect the other way, or a change in a side signal; inactive means no such curve, though single readings can be large or run the other way; the % refers to the signal ratio; further: potency means the concentration at half of the fitted maximal effect; on the % scale 0 is the no-effect control and ±100 the full control effect
#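 TR-FRET between His-tagged MBNL1 and biotin-(CUG)12 RNA, detected with Tb anti-His antibody (0.055 ng/ul) and streptavidin-XL665 (5 nM), 60 min at room temperature. Compounds titrated 92 nM to 58 uM; 665/545 nm ratio normalized to buffer and complex controls.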
# Rab9 promoter act – activators of Rab9 promoter; Huh7 Rab9 promoter-luciferase reporter, luminescence, 24 h; Potency, µM (series often up to 9.22 µM), for the others: top-dose activation, negative = inhibition, hits mostly activators; 320,000 compounds, 2.8% hits; AID 485297; further: potency means the concentration at half of the fitted maximal effect; % of control where 0% means no effect; nearly all actives have a fitted effect of over 60% in size
#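 Promoter activation is measured as luciferase luminescence in Huh7 cells stably transfected with a Rab9 promoter–luciferase construct, following 24 h compound exposure at 37 °C and 10 min reagent incubation at ambient temperature.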
# RORgamma inh – ROR gamma (mouse) transcription inhibition; P51450; Drosophila S2 Gal4-RORgamma UAS-luciferase reporter, 20 h; Potency, µM (highest dose often 53.6 µM), without a hit: top-dose activity change, negative = inhibition, hits mostly inhibitors; 310,000 compounds, 5.4% hits; AID 2551; further: potency means the concentration at half of the fitted maximal effect; on the % scale 0 is the no-effect control and ±100 the full control effect; nearly all actives have a fitted effect of over 60% in size
# Target sequence (P51450 whole entry, looked up, the tested form may be a part): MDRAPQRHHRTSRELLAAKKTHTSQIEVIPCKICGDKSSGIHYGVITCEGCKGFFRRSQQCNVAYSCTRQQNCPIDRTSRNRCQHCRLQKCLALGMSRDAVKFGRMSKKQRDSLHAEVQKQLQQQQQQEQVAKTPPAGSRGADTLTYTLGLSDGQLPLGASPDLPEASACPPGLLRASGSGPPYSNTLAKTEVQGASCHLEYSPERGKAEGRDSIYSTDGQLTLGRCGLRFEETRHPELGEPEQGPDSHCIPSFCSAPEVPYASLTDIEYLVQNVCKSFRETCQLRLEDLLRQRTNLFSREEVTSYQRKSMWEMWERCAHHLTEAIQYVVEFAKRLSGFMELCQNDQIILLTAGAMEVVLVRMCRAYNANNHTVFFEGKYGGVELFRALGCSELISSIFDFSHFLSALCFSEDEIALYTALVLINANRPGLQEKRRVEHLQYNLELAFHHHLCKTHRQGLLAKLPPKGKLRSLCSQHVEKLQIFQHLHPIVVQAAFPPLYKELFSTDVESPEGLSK
#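 Read-out: Photinus luciferase luminescence; inhibitors lower reporter signal. Insect Schneider cells with Gal4-ROR gamma fusion under metallothionein promoter, UAS reporter; 700 uM final copper sulfate induction, 20 hr, ambient temperature.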
# FLuc modulator – counter-screen for miR-21 project: firefly luciferase inhibitors or activators; P08659; purified FLuc, Km substrates, luminescence inhibition; Potency, µM (top dose mostly 57.5 µM), inactives show top-dose activity change, negative = inhibition, usual class: inhibitors; 360,000 compounds, 6.9% hits;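 further: potency means the concentration at half of the fitted maximal effect; plate controls were vehicle for no effect and reference inhibitor for full effect; nearly all actives have a fitted effect of over 55% in size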
# Target sequence (P08659 whole entry, looked up): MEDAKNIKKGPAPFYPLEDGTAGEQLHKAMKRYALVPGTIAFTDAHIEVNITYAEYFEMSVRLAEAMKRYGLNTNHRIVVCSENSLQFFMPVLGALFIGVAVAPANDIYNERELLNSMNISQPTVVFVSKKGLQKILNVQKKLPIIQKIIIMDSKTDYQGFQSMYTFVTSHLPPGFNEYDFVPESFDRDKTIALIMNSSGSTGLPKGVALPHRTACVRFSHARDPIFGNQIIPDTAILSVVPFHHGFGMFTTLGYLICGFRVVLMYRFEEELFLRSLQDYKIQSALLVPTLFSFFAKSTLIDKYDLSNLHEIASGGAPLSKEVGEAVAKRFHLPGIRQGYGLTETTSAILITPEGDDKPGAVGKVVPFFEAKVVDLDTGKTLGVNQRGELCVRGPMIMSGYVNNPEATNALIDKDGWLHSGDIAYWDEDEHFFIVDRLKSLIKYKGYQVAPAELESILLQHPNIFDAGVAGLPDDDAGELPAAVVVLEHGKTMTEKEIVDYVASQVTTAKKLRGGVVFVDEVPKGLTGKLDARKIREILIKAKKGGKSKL
#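 Purified P. pyralis luciferase (10nM final) with 10uM D-luciferin and 10uM ATP (Km levels) in 50mM Tris acetate pH 7.5, 10mM Mg acetate, 0.01% Tween-20, 0.05% BSA; qHTS 6-point titration, ~60 µM downward; luminescence read.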
# Mito fusion act – blocks mitochondrial division or promotes mitochondrial fusion | S. cerevisiae fusion-defective mutant growth rescue, CellTiterGlo 48 h | Potency, µM (titrated, usually from 46.1 µM), inactives show at the top dose growth rescue (activation), actives largely listed as activators | 320,000 compounds, 0.23% hits;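 further: potency means the concentration at half of the fitted maximal effect; % of control where 0% means no effect; nearly all actives have a fitted effect of over 45% in size; temperature-sensitive fusion mutants such as fzo1-1 at 37 °C on non-fermentable ethanol glycerol medium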
#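 Growth-rescue viability read-out: after 48 h at the non-permissive 37C in glycerol/ethanol YPEG, yeast mitochondrial fusion mutants are measured by CellTiterGlo luminescence; compounds (23 nl pinned per well) restoring growth score as division inhibitors or fusion activators.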
# VP16 counter – counter-screen for ROR gamma inhibitors: Gal4-VP16 reporter; Drosophila S2 Gal4-VP16 UAS-luciferase, luminescence, 20 h; Potency, µM (top dose mostly 53.6 µM), for the others: at the highest dose activity, negative = inhibition, usual class: inhibitors; 310,000 compounds, 3.5% hits;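 further: Gal4-VP16 expression switched on by copper sulfate through the metallothionein promoter; potency means the concentration at half of the fitted maximal effect; on the % scale 0 is the no-effect control and ±100 the full control effect; nearly all actives have a fitted effect of over 50% in size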
# * hit, by the source's call; ? = inconclusive; . = not tested or not shown; [ ] = another dose, or the depositor's remark. Unless noted, the call rests on the fitted dose curve; in most records, active means well fitted curve in the direction sought with a large enough effect; inconclusive means small, poorly fitted or top-dose-only effect, or another doubt; inactive means no such curve, though single readings can be large; an effect the other way counts as inactive or inconclusive. Some of the compounds tested (hit frequency here may not be typical).
SMILES,ELG1 repair inh,PKM2 act,KCNH2 3.1 inh,Menin MLL FP TR,NPC1 promoter act,MBNL1 CUG block,Rab9 promoter act,RORgamma inh,FLuc modulator,Mito fusion act,VP16 counter
CC1CC(CC(=O)NNc2nc(-c3ccccc3)cs2)C(=O)O1 (stereo unspecified),1.8%,5.9%,10.4,9.6%,3.4%,-8.7%,11.3%,1.8%,-3.7%,5.2%,3.7%
Cc1ccn2cc(C(=O)NC3CCN(Cc4ccccc4)CC3)nc2c1,20.6µM*,-2.9%,-10.2,5.6%,-3.6%,8.1%,-8.3%,3.0%,-8.2%,-0.7%,-1.1%
COc1ccccc1OCC(=O)NCCS(=O)(=O)N1CCN(c2ccccc2)CC1,?,.,-4.7,.,-1.2%,.,-2.0%,.,-0.9%,-4.1%,.
O=S(=O)(c1ccccc1)C1CON(Cc2ccccc2)C1c1ccccc1 (stereo unspecified),?,0.7%,2.5,11.4%,7.6%,.,2.5%,17.2%,2.0%,-1.1%,-4.3%
O=C1CCCN1CCCNS(=O)(=O)c1ccc(F)cc1F,-1.0%,-0.8%,0.9,.,-4.0%,3.6%,-3.8%,28.3%,1.5%,-0.9%,-3.7%
CCCOc1ccc(C=Nc2ccc(OC)c(S(=O)(=O)N3CCOCC3)c2)c(O)c1,6.5%,.,18.2,.,-4.7%,.,2.2%,.,5.7%,-6.0%,.
C=CCN(CC=C)Cc1ccc(C(=O)OC)o1,?,0.9%,13.9,9.7%,1.2%,-4.6%,-0.2%,-2.6%,-3.0%,-1.4%,-2.0%
N#Cc1ccc2nc3c(nc2c1)CCCC3,-5.9%,.,-0.8,4.0%,1.7%,?,-6.9%,21.2%,4.8%,3.1%,-12.5%
COCCNC(=O)C(c1cccs1)N(C(=O)Cn1nnc2ccccc21)c1ccc(OC)cc1 (stereo unspecified),-5.8%,27.5%,27.1,0.8%,-0.4%,28.2µM*,11.1%,28.0%,0.8%,5.8%,-12.7%
CCOC(=O)c1cc(-c2csc(Nc3c(C)cc(C)cc3C)n2)on1,-4.6%,-4.5%,-32.6,.,0.0%,.,5.7%,2.4%,-1.0%,-1.2%,-9.8%
COc1ccc(CCN2C(=S)N(C)C(=O)C2CC(=O)Nc2ccc(F)cc2)cc1 (stereo unspecified),?,13.7%,-15.0,.,-3.1%,-13.8%,0.1%,?,0.9%,21.9%,-14.1%
Cn1c(SCC(=O)Nc2ccc(NC(=O)c3ccccc3F)cc2)nnc1-c1ccncc1,?,.,-1.0,.,20.4%,7.0%,8.8%,-10.8%,?,-0.4%,-0.1%
COc1ccc(NC(=O)CNC(=O)c2nn(-c3ccc(OC)c(OC)c3)c(=O)c3ccccc23)c(OC)c1,?,4.6%,9.4,25.1%,-0.5%,15.9%,3.8%,-1.6%,-1.8%,-2.2%,-25.6%
CC(=N[C@@H]1CCCC[C@H]1N=C(C)c1ccccc1O)c1ccccc1O,11.3%,-1.1%,.,-4.1%,0.7%,-12.8%,0.8%,-5.1%,1.9%,1.3%,-5.5%
COC(C[C@@H]1O[C@@H]1[C@H](O)[C@H](C)OCc1ccccc1)OC,13.9%,0.0%,9.0,.,-0.9%,-3.1%,-2.9%,-2.9%,-1.1%,15.1%,-5.2%
Cc1cc(Nc2ncc(Cl)cc2Cl)n(-c2ccccn2)n1,2.8%,-0.8%,1.5,-0.6%,-1.1%,0.6%,-3.8%,-2.9%[10 µM],9.5%,-6.6%,-6.9%
O=C1C=C(NCc2ccco2)CC(c2ccc(Cl)cc2)C1 (stereo unspecified),-9.8%,9.2%,5.4,-5.8%,-3.1%,-6.8%,-12.2%,24.3%,5.3%,2.6%,-1.0%
O=C(Nc1ccc(-n2cnnn2)cc1)c1cc(S(=O)(=O)N2CCCC2)ccc1Cl,?,.,-0.2,.,-3.1%,.,-9.5%,.,-1.7%,-2.5%,.
COc1ccc(OCCC(=O)N2CCOCC2)cc1,?,0.5%,2.1,5.1%,4.6%,5.8%,-0.5%,19.1%,0.0%,3.1%,9.2%
O=C(c1ccc(CNS(=O)(=O)c2ccc(Br)cc2)cc1)N1CCCCC1,10.6%,.,25.2,-1.8%,-7.3%,1.9%,-0.2%,9.9%,-1.4%,10.3%,3.0%
COC(=O)CSc1[nH]c2ccc(Br)cc2c1[N+](=O)[O-],-15.8%,?,-0.1,-2.4%,-5.3%,4.8%,9.2%,2.5%,?,0.7%,18.0%
S=C(NCc1ccccc1)Nc1cccc2ccccc12,7.1%,-6.2%,-8.1,5.4%,2.7%,?,15.1%,3.16µM*,0.9%,-2.5%,5.62µM*
Cc1cc(OC(=O)N2CCCCC2)cc(C)c1Cl,.,-1.6%,-15.9,-6.9%,.,-0.2%,.,-8.2%,-14.7%,2.4%,-3.0%
Cc1cc(Cl)ccc1NC(=S)NCc1ccco1,-11.9%,0.1%,-7.8,14.2%,-2.7%,-1.8%,1.8%,?,-1.0%,-2.8%,10µM*
O=C(O)c1cc(-c2cccs2)nn1-c1ccccc1,4.1%,0.0%,16.4,-1.9%,-9.8%,2.4%,-0.3%,34.9%,?,-5.9%,12.7%
O=C(NC1CCCCCC1)C(=S)NC1CCCCC1,?,-2.0%,-4.8,2.3%,2.51µM*,-6.3%,-4.1%,0.7%,5.36µM*,4.4%,6.0%[10 µM]
CC(=O)COc1nc2c(c(-c3ccco3)c1C#N)CCc1ccccc1-2,8.2µM*,-1.9%,-2.8,.,10.8%,8.6%,-0.5%,1.2%,0.3%,15.1%,-13.7%
CC(C)C(NC(=O)c1c(F)cccc1F)C(=O)NC1CC(C)(C)NC(C)(C)C1 (stereo unspecified),1.5%,1.1%,-16.3,-6.4%,2.1%,-0.4%,1.2%,1.9%,-0.2%,4.8%,3.0%
Cc1ccc(-c2ccccc2NC(=O)C2C3C=CC(C3)C2C(=O)O)o1 (stereo unspecified),6.0%,24.2%,3.3,8.5%,3.0%,?,4.2%,4.47µM*,-14.4%,-20.0%,4.47µM*
O=P(O)(O)C(O)C(F)(F)C(F)(F)C(F)(F)C(F)F (stereo unspecified),6.9%,-20.2%,-24.5,0.3%,4.3%,-15.1%,-0.4%,0.0%[0.365 µM],0.3%,1.5%,.
Cc1ccccc1NC(=S)NCCc1ccccc1,0.7%,2.9%,-2.1,-11.4%,-1.3%,15.7%,-2.6%,28.8%,1.3%,-0.1%,-5.9%
O=C(c1ccccn1)N1CCN(S(=O)(=O)c2ccc3ccccc3c2)CC1,-26.2%,13.6%,-6.8,3.9%,-3.9%,-4.9%,-0.6%,?,-1.1%,10.8%,1.8%[10 µM]
COc1cccc(CN(C)CC(=O)Nc2cccc(S(N)(=O)=O)c2)c1OC,8.4%,8.5%,-23.9,-15.5%,-0.8%,6.9%,0.1%,-1.1%,-1.2%,-2.8%,-4.7%
COc1ccc(S(=O)(=O)Cc2ccc(C(=O)N3CCc4ccccc4C3)o2)cc1,-15.3%,4.6%,-12.9,-6.2%,0.8%,-8.4%,-9.7%,3.7%,8.6%,1.0%,10.1%
Cc1[nH]c2ccccc2c1SCC(=O)NC1CCCCC1,?,-0.6%,1.3,-5.1%,-1.4%,0.4%,-4.4%,20.9%,-11.9%,-0.3%,1.1%
COc1ccc(S(=O)(=O)NCc2ccncc2)cc1NC(=O)c1ccccc1F,-5.6%,.,-25.2,.,0.0%,.,21.0%,.,-0.7%,2.3%,.
CCOc1cc(/C=N/NC(=O)CSc2nnc(C)s2)ccc1OCc1ccccc1Cl,3.3%,2.8%,0.5,13.2%,-0.1%,?,1.5%,-26.6%,1.3%,5.0%,-24.3%
Cc1cccc(-n2ncc3c(N4CCCc5ccccc54)ncnc32)c1,?,-4.3%,-8.0,-3.6%,2.82µM*,37.9%[activator],2µM*,18.0%,5.36µM*,18.1%,-0.8%
COc1ccc(Cc2nnc(NC(=O)Cc3cccs3)s2)cc1OC,10.3%,?,-6.7,?,1.8%,-1.1%,2.0%,-29.1%,4.0%,-0.3%,?
CCN(CC)c1ccc(C=Nc2cccnc2Cl)c(O)c1,0.4%,.,4.4,-22.8%,-6.4%,-1.6%,-5.3%[1.84 µM],-0.3%,2.39µM*,-6.5%,-5.6%
COC(=O)c1ccccc1NC(=O)CSc1nnc(CNS(=O)(=O)c2ccc(C)cc2)n1C,?,-12.1%,9.5,-2.9%,1.3%,74.8%[activator],0.2%,-7.2%,-1.7%,-3.2%,-1.1%

# Screens: PubChem BioAssay, National Center for Advancing Translational Sciences (NCATS)
